# DRD3 agonist: D3 dopamine receptor (human) agonism. P35462. D3R DiscoveRx beta-arrestin cells, luminescence, 90 min. max activation, %. actives 0.58% (n = 410,000). AID 652048; in the data active = max activation above about 30%; also: 0% is about no effect; mostly tested at two doses, the higher about 12 µM
# Target sequence (P35462 whole entry, looked up): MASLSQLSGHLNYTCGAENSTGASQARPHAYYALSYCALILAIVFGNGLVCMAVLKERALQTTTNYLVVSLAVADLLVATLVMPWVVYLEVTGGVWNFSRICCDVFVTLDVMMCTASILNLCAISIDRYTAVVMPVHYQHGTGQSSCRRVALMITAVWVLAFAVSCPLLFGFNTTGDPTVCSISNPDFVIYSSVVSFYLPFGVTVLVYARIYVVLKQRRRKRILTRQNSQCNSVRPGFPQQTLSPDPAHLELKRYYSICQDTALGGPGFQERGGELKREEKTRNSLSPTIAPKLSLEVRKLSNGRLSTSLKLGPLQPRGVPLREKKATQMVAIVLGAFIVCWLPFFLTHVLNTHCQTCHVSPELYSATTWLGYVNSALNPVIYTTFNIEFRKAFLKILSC
#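 Cells at 1500/well, incubated overnight, then treated with pinned compounds (dopamine as control) for 90 min at 37 degrees C. DiscoveRx reagent added for 30 - 60 minutes at room temperature; luminescence read.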
# HT1080-NT tox: kills 2HG-producing HT-1080-NT fibrosarcoma cells; AID 686970; HT-1080-NT fibrosarcoma viability, CellTiter-Glo ATP luminescence, 48 h; Potency, µM (highest dose often 46.1 µM), for inactives: at the top dose activity, negative = less viability, most hits filed as cytotoxic; actives 1.6% (n = 360,000);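 also: NT is the 2HG producing partner of a matched IDH1 knockdown line; potency is read from the fitted curve at half-maximal effect; 0% = DMSO-treated cells and -100% = media-only wells without cells; nearly all actives have a fitted effect of over 55% in size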
#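 Viability of the 2HG-overproducing fibrosarcoma line after 48 hours of compound exposure at 37 degrees C was determined by luminescence with CellTiter-Glo, and concentration-effect curves were then fitted and categorized.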
# GLP-1R agonist: activates the human GLP-1 receptor. HEK293 GLP-1R CRE-luciferase, luminescence, 4-6 h; cells express a hypersensitive GLP-1R form. actives 0.007% (n = 380,000). P43220. Potency, µM (series often up to 45.6 µM), without a hit: at the top dose activation, usual class: activators; also: potency is read from the fitted curve at half-maximal effect; % of control where 0% means no effect
# Target sequence (P43220 whole entry, looked up): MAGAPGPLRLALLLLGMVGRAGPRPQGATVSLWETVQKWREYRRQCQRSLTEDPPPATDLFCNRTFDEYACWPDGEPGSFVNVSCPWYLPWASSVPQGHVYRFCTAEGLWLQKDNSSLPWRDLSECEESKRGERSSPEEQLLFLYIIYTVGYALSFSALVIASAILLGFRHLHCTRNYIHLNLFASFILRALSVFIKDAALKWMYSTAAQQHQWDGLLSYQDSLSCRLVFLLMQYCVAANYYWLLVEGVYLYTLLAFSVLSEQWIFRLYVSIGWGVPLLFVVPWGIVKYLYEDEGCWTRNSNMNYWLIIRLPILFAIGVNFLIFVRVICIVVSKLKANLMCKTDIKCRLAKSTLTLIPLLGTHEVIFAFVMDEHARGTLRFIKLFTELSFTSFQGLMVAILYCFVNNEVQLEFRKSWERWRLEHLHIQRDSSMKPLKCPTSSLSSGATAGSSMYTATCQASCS
# IL1B secr inh: inhibitors of inflammasome signaling (IL-1 beta secretion); THP-1 LPS/ATP IL-1B secretion, AlphaLISA, 16 h; hits give low values; activity change, % at 57.5 µM; actives 4.7% (n = 360,000); AID 743279; in the data active = activity change below about -50%; inconclusive = mostly about -30% to -49%; also: % is scaled to controls: 0 for no effect and ±100 for the full control effect
#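 THP-1 cells pretreated 1 hr with compounds (up to 57.5 uM final), then stimulated with LPS (250 ng/mL final) plus ATP (1.25 mM final); secreted IL-1B measured by AlphaLISA after 16 hr, decreased signal indicating inhibition.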
# KB-3-1 tox: KB-3-1 parental cell cytotoxicity; Potency, µM (doses to about 46.1 µM), for inactives: top-dose activity change, negative = cytotoxic, actives largely listed as cytotoxic; KB-3-1 viability, CellTiter-Glo ATP luminescence, 72 h; AID 1347075; actives 1.4% (n = 400,000); also: potency is read from the fitted curve at half-maximal effect; % is scaled to controls: 0 for no effect and ±100 for the full control effect; nearly all actives have a fitted effect of over 60% in size
#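 Viability of parental KB-3-1 cells, measured by CellTiter-Glo luminescence, followed a 72 h incubation at 37 °C with pinned compounds in phenol-red-free DMEM containing 10% FBS.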
# D3 antag: antagonists of human D3 dopamine receptor; AID 652054; actives 2.5% (n = 360,000); max response, negative = inhibition, %; P35462; D3R cells, DiscoveRx beta-arrestin luminescence, antagonist mode; hits give low values; in the data active = max response below about -50%; inconclusive = no clear call, values can overlap the other calls; also: % is scaled to controls: 0 for no effect and ±100 for the full control effect; mostly tested at two doses, the higher about 12 µM
#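 Cells expressing the human receptor were seeded at 1500 cells/well, incubated overnight at 37 degrees C in 5% CO2, then exposed to library compounds with dopamine controls for 90 minutes at 37 degrees C before luminescent detection.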
# HT1080 IDH1KD tx: HT-1080 IDH1 knockdown cell toxicity (counter line); AID 686971; Potency, µM (top dose mostly 46.1 µM), without a hit: at the top dose activity, negative = toxicity, actives largely listed as cytotoxic; HT-1080 IDH1 knockdown viability, ATP luminescence, 48 h; actives 2% (n = 360,000);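 also: potency is read from the fitted curve at half-maximal effect; 0% = DMSO wells and -100% = cell-free medium wells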
#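 After a 2 h attachment period, IDH1KD HT-1080 cells took pin-transferred compound for 48 h at 37 °C; ATP-based luminescence after 10 min room-temperature reagent incubation reported viability.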
# KB-V1 cytotox: KB-V1 MDR subline cytotoxicity; actives 3.4% (n = 400,000); KB-V1 MDR cells viability, CellTiter-Glo, 72 h; Potency, µM (doses to about 46.1 µM), without a hit: at the top dose activity change, negative = cytotoxicity, most hits filed as cytotoxic; also: potency is read from the fitted curve at half-maximal effect; % is scaled to controls: 0 for no effect and ±100 for the full control effect; nearly all actives have a fitted effect of over 60% in size
#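 Cytotoxicity via CellTiter-Glo luminescence after 72 h compound exposure at 37 degrees C. Cells: drug-selected KB-V1 line, DMEM phenol-red free plus 10% FBS. Compounds tested at multiple concentrations; normalized data fitted to concentration-effect curves.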
# SW480 rerep: DNA re-replication induction in SW480 cells; Potency, µM (doses to about 46.1 µM), inactives show at the top dose re-replication activation, usual class: activators; AID 624297; SW480 DNA re-replication, Hoechst DNA content imaging, 48 h; actives 1.8% (n = 340,000); also: potency is read from the fitted curve at half-maximal effect; % of control where 0% means no effect; nearly all actives have a fitted effect of over 55% in size
#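 Treated cells incubate 48 hr (37 C, 5% CO2), are stained 40 min with Hoechst, and nuclear fluorescence is enumerated; a rise in nuclei with high DNA signal marks re-replication.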
# * = called active by the depositor; ? = inconclusive; / = no result given; [ ] = dose if it differs, or a comment. Unless noted, calls follow the shape of the dose curve; as a rule, active = well fitted curve in the direction sought with a large enough effect; inconclusive = small, poorly fitted or top-dose-only effect, or another doubt; inactive = no such curve, though single readings can be large; an effect the other way counts as inactive or inconclusive.
structure,DRD3 agonist,HT1080-NT tox,GLP-1R agonist,IL1B secr inh,KB-3-1 tox,D3 antag,HT1080 IDH1KD tx,KB-V1 cytotox,SW480 rerep
Cc1cc(C(F)(F)F)nn1CC(=O)NNC(=S)Nc1ccc(Cl)cc1,-10,4%,-6%,7,1%,17,10%,?,-3%
Cc1cccc(CN2CCN(CC(=O)N3CCCC3)C2=O)c1,2,13%,-7%,12,18%,17,9%,2%,1%
Cc1ccc(S(=O)(=O)NCC2CCC(C(=O)NCc3ccc4c(c3)OCO4)CC2)cc1 (configuration not stated),13,-4%,-1%,20,1%,5,-28%,?,-5%
COc1ccc(-c2nnc(SC(C)C(=O)NCc3ccc4c(c3)OCO4)n2Cc2ccco2)cc1 (configuration not stated),2,-1%,1%,-14,-16%,15,-7%,-5%,4%
COc1cc(C)ccc1OCCOCCOc1ccccc1[N+](=O)[O-],-1,1%,14%,-18,3%,0,2%,-10%,1%
Cc1cn(Cc2ccccc2Cn2cc(C)c(=O)[nH]c2=O)c(=O)[nH]c1=O,6,9%,8%,-6,14%,0,16%,20%,-8%
CCN(CC(O)CON=C1c2ccccc2-c2ccccc21)S(=O)(=O)c1ccc(C)cc1 (configuration not stated),21,-25%,3%,?,-29%,21,-25%,18µM*,2%
CCCc1cc(C(=O)Nc2c(C)n(C)n(-c3ccccc3)c2=O)no1,-4,11%,-3%,13,22%,-13,3%,-1%,-5%
CC1CN(C(=O)Nc2ccc3c(c2)OCCO3)CC(C)O1 (configuration not stated),2,0%,0%,20,2%,5,-1%,-10%,-2%
N#CCc1ccc(NS(=O)(=O)c2cccs2)cc1,-5,-2%,-10%,-9,-13%,16,2%,-21%,-10%
O=C(Cc1ccc(Cl)cc1)NCCCNC(=O)c1cccnc1,-17,-29%,9%,1,-1%,-12,?,16%,-18%
Cc1ccccc1CNC(=O)C(=O)NCC1CCCN1S(=O)(=O)c1cccs1 (configuration not stated),-5,-2%,0%,-4,-4%,-19,-5%,0%,3%
NC(COCc1ccccc1)c1csc(NC(=O)Nc2cccc(C(F)(F)F)c2)n1 (configuration not stated),-2,?,-3%,-55*,0%,-5,?,?,/
Cc1ccc(C(=O)N2CCN(S(=O)(=O)c3ccccc3)CC2)s1,1,-10%,-6%,-2,14%,-1,0%,?,2%
C=CCN(C(=O)CNC(=O)c1ccco1)C(C(=O)NC1CCCC1)c1ccc(OC)cc1 (configuration not stated),-19,10%,0%,30,-6%,0,3%,?,-11%
COc1ccc(NC(=O)C2Cc3c(-c4cccc(NC(C)=O)c4)ccnc3O2)cc1 (configuration not stated),-7,?,12%,43,4.1µM*,-58*,?,?,/
Cc1ccc(NNC(=O)c2ccc(Cl)cc2)nn1,0,3%,-2%,-5,0%,-17,0%,6%,-18%
O=C(c1ccco1)N1CCN(Cc2cc(=O)c(OCc3ccc([N+](=O)[O-])cc3)co2)CC1,-1,2%,2%,12,-5%,7,-3%,-8%,-65%[inhibitor]
CCSc1nc2ccccc2c(OCc2cc(C(=O)OC)ccc2OC)c1C(=O)OC,2,/,1%,/,-8%,/,/,?,/
Cc1nnc(NC(=O)C2CCCN(S(=O)(=O)c3ccccc3C(F)(F)F)C2)s1 (configuration not stated),-2,-7%,3%,-1,29%,-4,0%,-13%,-3%[9.22 µM]
COC(=O)C1(C(=O)OC)C[C@H](c2ccc(OC)cc2)N(Cc2ccccc2OC)[C@@H]1c1ccccc1,-13,0%,/,-21,?,?,-7%,?,/
CCCSc1nc2sc3c(c2c(=O)n1CC)CC(C)(C)OC3,4,6%,20%,53,-11%,21,-19%,0%,-7%
O=C(CSc1cccc[n+]1[O-])Nc1ccc(C(F)(F)F)cc1[N+](=O)[O-],1,-3%,-5%,-3,4%,20,1%,7%,-6%
CC(=O)Oc1ccc(/C=N\NC(=O)c2cc3c(ccc4ccccc43)o2)cc1,-3,-2%,-7%,?,-20%,10,0%,2%,-5%
CCCCc1nnc(NC(=O)c2ccc3c(=O)n4c(nc3c2)CCC4)s1,1,3%,4%,-3,15%,6,0%,-1%,-220%[inhibitor]
COc1ccc2oc(-c3cccc(NC(=O)c4sc5c([N+](=O)[O-])cccc5c4Cl)c3)nc2c1,7,/,3%,/,4%,/,/,-10%,/
CCc1ccc(N2CC(C(=O)N/N=C/c3cc([N+](=O)[O-])ccc3O)CC2=O)cc1 (configuration not stated),-13,-13%,6%,165,?,-63*,-23%,-9%,1%
CSc1nnc(-c2sc3cc(C(F)(F)F)cnc3c2-c2ccccn2)n1C,-5,2%,0%,6,?,-10,-3%,18µM*,10%
COc1cc(NC(=O)C2CCCCC2)c(OC)cc1NC(=O)c1ccccc1,25,-2%,16%,-12,-2%,21,-7%,-1%,-1%
Cc1ncc(C[n+]2csc(CCOC(=O)CC3C4CC5CC(C4)CC3C5)c2C)c(N)n1 (configuration not stated),1,-13%,21%,23,13%,-17,-11%,-9%,-1%

structure,DRD3 agonist,HT1080-NT tox,GLP-1R agonist,IL1B secr inh,KB-3-1 tox,D3 antag,HT1080 IDH1KD tx,KB-V1 cytotox,SW480 rerep
C=CC[C@]12CCc3sccc3C1N(c1ccc(C(=O)OCC)cc1)C2=O (some centres not stated),-6,-1%,20%,-3,-17%,-6,-3%,-25%,0%
Cc1ccnn1CC(=O)N/N=C/c1cn[nH]c1-c1ccc(F)cc1,1,13%,-4%,1,-7%,8,10%,20%,-4%
O=C(CC1Sc2ccccc2NC1=O)Nc1ccccc1[N+](=O)[O-] (configuration not stated),3,-3%,4%,0,2%,-25,-5%,16µM*,5%
COc1ccc(/C=N/NC(=O)c2ccc(=O)[nH]n2)cc1OC,-3,15%,-6%,-15,3%,5,22%,13%,/
CC1(C)CC(=O)C(N=Nc2ccc(F)cc2)=C(O)C1,-9,4%,0%,-19,18%,-15,6%,4%,4%
Cc1nc2c(C#N)c(C)[nH]n2c(=O)c1Cc1ccccc1,1,1%,-4%,21,-9%,9,12%,1%,2%
O=S(=O)(c1ccc2oc3ccccc3c2c1)N1CCCC1,6,6%,19%,12,-1%,0,2%,-26%,3%
Cc1cc(C(=O)NNC(=O)c2ccc(C)c([N+](=O)[O-])c2)c(C)o1,5,8%,5%,-2,20%,-10,-3%,-1%,-12%
O=C1NCCN1CCNc1nc(NCc2ccccc2)nc2ccsc12,4,27%,-2%,6,0%,7,12%,6%,/
COc1ccc(/C=C/C(=O)NCC(=O)N/N=C/c2cc(Br)ccc2OCc2ccccc2)cc1,-10,?,1%,33,-12%,?,-15%[9.24 µM],-21%,-4%
O=C(N/N=C/c1ccc([N+](=O)[O-])o1)C1CCCC1,14,-23%,5%,36,?,0,?,-31%,26%
O=C(NCc1ccc2c(c1)OCO2)C(=O)NCC1OCCN1S(=O)(=O)c1ccc(F)cc1 (configuration not stated),-2,1%,-9%,-7,/,3,4%,/,4%
COc1ccc(S(=O)(=O)N(C)CC(=O)N2CCN(C)CC2)cc1Cl,-1,?,3%,-6,-7%,-4,17%,21%,4%
COc1ccc(C(=O)Nc2ccccc2-c2nnn(CC(=O)NCc3ccco3)n2)cc1,-12,-12%,-4%,-17,0%,20,-25%,-8%,?
CC(=O)Nc1ccc(S(=O)(=O)Nc2ccccc2C(=O)N2CCOCC2)cc1,1,11%,0%,6,-3%,-11,8%,1%,-7%
COc1cccc(CN(C(=O)c2ccco2)C(C(=O)NC2CCCC2)c2cccnc2)c1 (configuration not stated),-1,18%,-7%,-8,-3%,25,20%,-16%,-5%
CCC(C)NC(=O)CSC1=Nc2ccccc2C2=NC(CCC(=O)NCc3ccco3)C(=O)N12 (configuration not stated),8,5%,-11%,-2,-2%,11,-1%,7%,5%
COc1cc(CN2CCC(CO)(CCOc3ccccc3)CC2)cc(OC)c1,-6,-6%,11%,-16,2%,11,-3%,?,-5%
CCOc1cc(/C=C(/C#N)C(=O)Nc2ccc(O)cc2)cc(Br)c1O,-9,1.8µM*,19%,33,1µM*,-20,2.3µM*,?,2.1µM*
Cc1nnsc1C(=O)N1CCN(c2ccc(F)cc2)CC1,-2,4%,8%,10,1%,22,4%,12%,4%
O=C(NC(NCCCN1CCOCC1)(C(F)(F)F)C(F)(F)F)C1CCCCC1,-4,15%,1%,14,8%,45,12%,6%,-6%
Cc1cc(C(=O)NCc2ccccc2)no1,-22,-8%,-13%,-7,-4%,8,-19%,-4%,-1%
Cc1ccsc1CN1CCN(c2ccccn2)CC1,21,10%,0%,-6,6%,?,-1%,-27%,-3%
O=C(NCC(c1ccco1)N1CCCCC1)c1cccc(S(=O)(=O)Nc2ccc(F)cc2)c1 (configuration not stated),-7,9%,2%,-4,-2%,11,14%,8%,3%
CCc1cccc(CC)c1NC(=O)C[n+]1cccc(C(N)=O)c1,-8,12%,5%,-15,-12%,-3,10%,8%,-34%
C/C(=N\Nc1ccc2nncn2n1)c1ccccn1,6,?,-6%,89,?,15,?,-4%,-1%[9.22 µM]
CC(=O)Nc1ccc(S(=O)(=O)N2CCC(=O)Nc3ccccc32)cc1,8,?,5%,9,0%,11,5%,24%,-6%

# Two entries drawn at random from the list so far, as already listed:
structure,DRD3 agonist,HT1080-NT tox,GLP-1R agonist,IL1B secr inh,KB-3-1 tox,D3 antag,HT1080 IDH1KD tx,KB-V1 cytotox,SW480 rerep
CCOc1cc(/C=C(/C#N)C(=O)Nc2ccc(O)cc2)cc(Br)c1O,-9,1.8µM*,19%,33,1µM*,-20,2.3µM*,?,2.1µM*
CC(=O)Nc1ccc(S(=O)(=O)N2CCC(=O)Nc3ccccc32)cc1,8,?,5%,9,0%,11,5%,24%,-6%

# Screening data as filed in PubChem.
